RGS7-Gao: modulates binding of RGS7 to human Galphao. Multiplexed bead flow cytometry; actives lie on both sides. 220,000 tested, 0.35% active. binding response (% of control), % at 10 µM. AID 1439; in the data active = binding response below about 49% or above about 150%; inconclusive = no clear call, values can overlap the other calls; inactive = in between;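 also: fluorescent Galphao held in activated GDP-AlF4 state binding bead-coupled RGS7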
RGS4-Gao reg: modulates binding of RGS4 to human Galphao; AID 1415; Multiplexed bead flow cytometry; actives lie on both sides; binding response (% of control), % at 10 µM; 220,000 tested, 0.33% active; in the data active = binding response below about 49% or above about 150%; inactive = in between;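 also: fluorescent Galphao activated with aluminum fluoride binding bead-coupled RGS4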
RGS8-Gao: human RGS8-Galphao interaction regulation; AID 1423; multiplexed bead flow cytometry, RGS8-Galphao binding; actives lie on both sides; 220,000 tested, 0.34% active; P09471; response (percent of control binding), % at 10 µM; in the data active = response below about 60% or above about 140%; inactive = in between;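 also: Galphao activated as the GDP aluminium fluoride complex binding bead-coupled RGS8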
Mcl1-Noxa inh: disrupts binding of human Mcl-1 to Noxa peptide; TR-FRET Mcl-1/Noxa peptide binding, 2 h; inhibition, % at 21.7 µM; 220,000 tested, 1.5% active; AID 1022;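 active = compounds that cut the protein-peptide binding signal by more than 50% relative to plate controls in a single-dose test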;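 also: His-tagged Mcl-1 with rhodamine Noxa BH3 peptide and terbium anti-His antibody; 0% = Mcl-1 plus Noxa peptide wells and 100% = peptide-only wells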
Mcl1-Bid inh: Mcl-1/Bid interaction inhibition. Q07820. TR-FRET Mcl-1/Bid-Dy647 peptide binding, 1536-well. inhibition, % at 21.7 µM. 220,000 tested, 0.97% active;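 active = compounds that cut the binding signal by more than half at the single screening dose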;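 also: His-tagged Mcl-1 with europium anti-His antibody binding Bid BH3 peptide; 0% = Mcl-1 plus peptide wells and 100% = peptide-only wells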
Avidin fluor: compound fluoresces at 488/530 nm on avidin beads | compound fluorescence 488/530 nm, flow cytometry; hits give high values | fluorescence (KMESF) at 10 µM | 220,000 tested, 0.38% active; in the data active = fluorescence above about 47; also: inactives centre near 10
GSH fluor: GSH bead compound fluorescence profile. 190,000 tested, 0.25% active. GSH beads flow cytometry, compound fluorescence 488/530 nm; hits give high values. fluorescence (KMESF) at 10 µM. AID 1776; in the data active = fluorescence above about 89;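 also: glutathione beads carrying GST-tagged Bcl family fusion proteins plus one bare bead set; values are compound well signal with DMSO vehicle wells as background; inactives centre near 16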
ABCG2 inh: blocks JC-1 efflux by human ABCG2 transporter. 190,000 tested, 0.1% active. inhibition, % at 6.6 µM. AID 1325. Q9UNQ0. IgMXP3 cells, flow cytometry;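 active = inhibition above 80%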;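 also: 0% = DMSO and 100% = nicardipine control wells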
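Test system: IgMXP3 cells (ABCG2) mixed with DDAO far-red-labelled CCRF-Adr cells (ABCB1). Reagent: JC-1 transporter substrate. Compound dosing: single test compound dose, 6.6 µM final. Times: 10 min compound exposure, 25 °C. Detection: flow cytometry of retained JC-1 fluorescence. Read-out basis: efflux inhibition in percent versus controls. Controls: nicardipine and DMSO wells.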
Mcl-1 Bim block: human Bim-Mcl-1 interaction inhibition; 190,000 tested, 0.1% active; Bead-based flow cytometry, Bim peptide-Mcl-1 binding; inhibition, % at 10 µM; Q07820; AID 1009; in the data active = inhibition above about 40%;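 also: 0% = no compound tracer wells and 100% = peptide blocker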
ABCB1 block: human ABCB1 inhibition, ABCG2 as counter-screen | inhibition, % at 6.6 µM | P08183 | AID 1326 | CCRF-Adr cells, JC-1 efflux, flow cytometry | 190,000 tested, 0.067% active; in the data active = inhibition above about 40%;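 also: 0% = vehicle and 100% = reference inhibitor; higher value means more JC-1 retained so stronger ABCB1 efflux block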
Target sequence (P08183 whole entry, looked up): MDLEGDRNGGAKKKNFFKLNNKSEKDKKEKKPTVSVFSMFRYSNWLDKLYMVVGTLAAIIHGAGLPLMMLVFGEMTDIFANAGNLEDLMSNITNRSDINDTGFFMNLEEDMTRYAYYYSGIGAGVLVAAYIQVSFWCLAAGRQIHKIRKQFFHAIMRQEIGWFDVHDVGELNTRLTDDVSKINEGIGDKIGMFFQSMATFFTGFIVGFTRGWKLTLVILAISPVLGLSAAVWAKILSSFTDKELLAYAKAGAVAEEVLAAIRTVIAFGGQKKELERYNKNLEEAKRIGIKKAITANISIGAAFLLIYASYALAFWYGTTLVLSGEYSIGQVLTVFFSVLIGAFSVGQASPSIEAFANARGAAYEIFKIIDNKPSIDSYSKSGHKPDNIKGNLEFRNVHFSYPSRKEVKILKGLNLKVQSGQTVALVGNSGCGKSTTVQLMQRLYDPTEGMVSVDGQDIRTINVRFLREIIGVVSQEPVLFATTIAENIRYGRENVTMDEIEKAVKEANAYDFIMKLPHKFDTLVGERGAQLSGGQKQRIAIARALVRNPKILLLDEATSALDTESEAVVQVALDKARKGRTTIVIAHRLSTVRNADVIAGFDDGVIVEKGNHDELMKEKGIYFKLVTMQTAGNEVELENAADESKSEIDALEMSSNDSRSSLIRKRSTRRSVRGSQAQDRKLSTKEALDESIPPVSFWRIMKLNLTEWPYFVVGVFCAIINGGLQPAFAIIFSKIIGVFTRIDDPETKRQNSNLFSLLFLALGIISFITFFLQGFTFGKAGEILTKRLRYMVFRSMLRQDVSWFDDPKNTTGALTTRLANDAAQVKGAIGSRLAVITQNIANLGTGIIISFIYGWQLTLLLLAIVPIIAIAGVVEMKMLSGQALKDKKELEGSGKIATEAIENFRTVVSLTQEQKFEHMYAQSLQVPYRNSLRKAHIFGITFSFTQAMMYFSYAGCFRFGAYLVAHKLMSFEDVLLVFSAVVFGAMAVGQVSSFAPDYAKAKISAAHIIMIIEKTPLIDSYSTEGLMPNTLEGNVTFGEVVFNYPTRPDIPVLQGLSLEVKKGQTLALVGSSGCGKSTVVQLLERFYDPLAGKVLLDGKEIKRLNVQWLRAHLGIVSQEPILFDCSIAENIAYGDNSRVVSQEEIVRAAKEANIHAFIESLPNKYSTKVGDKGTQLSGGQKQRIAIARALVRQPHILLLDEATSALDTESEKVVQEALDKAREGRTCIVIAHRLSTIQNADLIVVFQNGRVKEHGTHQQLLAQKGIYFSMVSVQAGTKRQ
Pf gamet viab: kills late stage P. falciparum gametocytes | 150,000 tested, 0.065% active | P. falciparum stage V gametocytes, ATP luminescence, 24 h | inhibition, % at 10.9 µM;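 active = inhibition above the mean plus 3 SD of compounds within the control limits, set per campaign, cut at about 38% in these data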;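 also: 0% = DMSO wells and 100% = medium only without gametocytes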
The depositor's hits bear a star; ? = inconclusive; . = no result given.

SMILES	RGS7-Gao	RGS4-Gao reg	RGS8-Gao	Mcl1-Noxa inh	Mcl1-Bid inh	Avidin fluor	GSH fluor	ABCG2 inh	Mcl-1 Bim block	ABCB1 block	Pf gamet viab
Cc1sc2nc(SCC(=O)NCc3ccco3)n(C)c(=O)c2c1C	90	93	96	14	-10	7	33	4	0	1.1	.
CC(C)(C)c1ccc(C(=O)NCc2ccc(Cl)cc2)cc1	96	98	99	2	-17	9	9	1	0	0.1	.
CCOC(=O)CC(=O)CSc1nc2ccc(C)cc2cc1C#N	92	103	101	42	-27	12	33	0	0	-0.1	12
N#C/C(=C(/O)COC(=O)CSc1ccc2ccccc2c1)c1nc2ccccc2[nH]1	98	104	99	-37	-23	6	16	2	0	0.1	.
CC(C)=CC(=O)OCC(=O)Nc1ccccc1Cl	101	98	98	9	-20	7	266*	1	3	0.3	.
COC(=O)c1c(NC(=O)c2nc3nc(C)cc(C(F)F)n3n2)sc2c1CCC2	99	102	101	25	39	13	30	35	0	2.0	.
Cc1cc(C)c(NC(=O)c2sc3nc4c(cc3c2N)C(=O)CC(C)(C)C4)c(C)c1	99	103	102	43	1	5	24	30	-2	4.8	-1
COc1cc(CC(=O)OCC(=O)N2CC(=O)Nc3ccccc32)cc(OC)c1OC	?	102	102	20	-53	11	11	3	2	5.8	8
O=C(CSc1nnnn1-c1cccc2ccccc12)N1CCOCC1	102	103	102	-1	-10	8	19	8	1	1.4	12
Cc1ccnc(NC(=O)CN2C(=O)c3ccccc3C2=O)c1	91	94	94	4	-10	8	24	1	0	0.5	-3
O=C(CC(=O)c1ccccc1O)c1cccc(F)c1	104	110	106	-13	-54	23	11	7	-1	0.9	.
COCCNC(=O)CSc1nc2ccc(N3CCOCC3)cc2c(=O)n1CCc1ccccc1	97	100	100	17	-25	10	11	-4	0	-2.6	2
Cc1ccc(-c2ccc(CCC(=O)O)o2)cc1	96	101	91	15	-25	14	18	7	-1	0.8	-22
COC(=O)CSC1=C(C#N)C(c2ccsc2)CC(=O)N1 (stereo unspecified)	101	99	101	14	6	6	46	3	-12	0.6	.
CN(C)c1nc(=Nc2cccc(Cl)c2)ss1	?	91	86	13	-4	10	.	.	.	.	.
O=C(O)CCn1cc(C2CC(c3ccccc3)=NN2c2ccccc2)c(-c2ccccc2)n1 (stereo unspecified)	99	101	100	7	-26	8	16	0	-1	-0.2	5
Cc1ccc(CSc2nnc(SCC(=O)N/N=C/C=C/c3ccccc3[N+](=O)[O-])s2)cc1	101	103	103	11	7	18	17	28	-1	5.0	7
Cc1sc(-c2ccncc2)nc1OC(=O)c1ccc(F)cc1F	?	100	98	4	-15	13	13	6	2	1.4	3
CCOC(=O)C1(CC)NC(c2ccco2)C2C(=O)N(CC)C(=O)C21 (stereo unspecified)	99	98	100	-2	-21	16	34	2	-3	0.9	-37
CN1CCN(c2ccc(CNC(=O)c3ccco3)cc2)CC1	?	103	99	-5	-20	9	.	.	.	.	3
CCCN1CCC(NC(=S)Nc2ccc(S(N)(=O)=O)cc2)CC1	96	103	100	-1	-58	8	13	15	-3	4.1	-20
COc1cc2[nH]c(=O)c(C(=O)NCCCN3CCOCC3)c(O)c2cc1OC	98	98	100	68*	12	11	15	11	-3	0.6	19
CC1CC(C)(C)CC2(C1)NC(=O)N(CC(=O)NCCc1ccc3c(c1)OCCO3)C2=O (stereo unspecified)	?	102	101	12	6	12	11	0	0	0.0	.
Cc1cc(C)nc(SCc2ccc(C(=O)N/N=C/c3ccco3)cc2)n1	100	100	98	22	-31	9	25	0	-5	-0.2	19
COc1cccc(CNC(=O)CCNC(=O)Cn2ccc3ccccc3c2=O)c1	95	96	101	-6	0	10	25	3	1	0.7	-6
Nc1nc2c(s1)CCc1c-2cnn1-c1ccccc1	75	91	72	45	-24	23	10	1	8	0.2	.
CC(C)NC(=O)c1cccc(Br)c1	94	99	101	-7	-14	9	10	0	0	0.1	-11
CSc1cccc(NC(=S)Nc2ccc(F)cc2)c1	?	104	103	14	-32	3	.	.	.	.	1
COc1ccccc1NC(=S)N(CCCN1CCOCC1)Cc1cn(C)c2ccccc12	99	101	103	8	-2	13	24	1	0	4.3	21
Cc1cc(C)n(-c2nc(SCCN(C)C)c3c4c(sc3n2)CCCC4)n1	105	102	102	14	3	35	18	2	0	1.5	-25
Nc1nc2n(n1)C(c1cccc(Br)c1)CC(c1ccccc1)N2 (stereo unspecified)	97	101	102	-3	-24	7	22	3	-1	1.2	.
CCN(CC)CC(=O)NC12CC3CC(CC(C3)C1)C2	97	96	101	37	63*	14	9	3	0	0.8	-1
COc1ccc(NC(=O)c2cccnc2NCCc2ccccc2)cc1	91	94	92	28	-10	5	9	3	-7	-0.5	-3
CCOc1cc(C(=O)Nc2ccc(S(=O)(=O)N3CCOCC3)cc2)cc(OCC)c1OCC	102	97	99	-23	-8	27	16	3	0	0.3	.
O=C(NCc1ccco1)c1cc(=O)c2ccccc2o1	102	103	104	-1	-26	30	15	2	0	0.3	1
O=C(Nc1cccc2c1[nH]c1ccccc12)C(F)(F)F	86	82	73	0	-4	4	16	0	-9	-0.1	5
Nc1ccc(-c2nc3nc(N)nc(N)c3nc2-c2ccc(N)cc2)cc1	?	97	98	28	-38	3	.	.	.	.	.
O=C(COC(=O)CNC(=O)C1CCCCC1)Nc1ccc(Cl)cc1F	?	99	101	15	-11	9	26	5	0	1.2	2
Cc1ccccc1N1CCN(c2ncnc3c2cnn3Cc2ccc(Cl)cc2)CC1	93	87	97	-30	-12	14	11	8	-2	1.1	.
Cc1c(C=O)c2ccccc2n1CC(=O)N1CCc2ccccc2C1	98	103	93	27	3	15	22	2	1	1.9	-9
CCc1ccccc1NC(=S)N1N=CCC1c1ccccc1 (stereo unspecified)	?	98	99	7	-36	10	15	8	-2	0.9	4
Cc1cccc(NC(=O)c2sc(-c3ccccc3)nc2-c2ccc([N+](=O)[O-])cc2)c1	103	103	103	2	-12	13	3	0	0	-0.6	.
CCOC(=O)N1CCN(C(=O)CSc2nnc(-c3cc(OC)ccc3OC)o2)CC1	102	96	101	2	-7	35	22	41	-3	2.3	2
Cc1nc(SCC(=O)Nc2c(C)n(C)n(-c3ccccc3)c2=O)n[nH]1	97	99	101	16	7	7	69	1	-3	1.0	.
COc1ccccc1C(=O)N1CCC(C(=O)c2ccc(F)cc2)CC1	96	98	96	9	-31	14	30	2	-6	0.3	-1
O=C(N/N=C/c1ccc([N+](=O)[O-])cc1)C(=O)N1CCCC1	100	103	100	17	-1	9	15	9	0	0.3	14
Cc1ccc(-c2cc(O)cc3sc(=O)oc23)cc1C	?	95	98	23	-26	9	.	.	.	.	-1
COc1ccc(NC(=O)[C@@H](NC(N)=O)C(C)C)cc1Cl	95	103	99	24	5	14	12	0	-3	0.5	-3
C=CC[n+]1c(-c2ccc(Cl)cc2Cl)csc1Nc1ccc(NC(C)=O)cc1	?	99	100	28	-17	8	14	2	0	1.6	-17
CCNS(=O)(=O)c1ccc(CCC(=O)Nc2cc(Cl)ccc2Oc2ccccc2)cc1	91	93	98	-3	-2	8	5	7	0	1.4	.
Oc1cccc(Nc2nc(NCC3CCCO3)c3ccccc3n2)c1 (stereo unspecified)	99	98	100	58*	9	12	9	5	0	1.2	.
O=C(Cn1c(=O)sc2ccccc21)Nc1ccc(S(=O)(=O)N2CCCC2)cc1	100	96	100	15	34	12	33	1	-3	0.1	.
COc1ccc(OCC(O)CN2CCN(Cc3ccc4c(c3)OCO4)CC2)cc1 (stereo unspecified)	94	95	97	24	-12	12	4	9	-1	1.9	-10
C=CCC1(CC=C)CCCN1C(=O)CC1C(=O)NCCN1Cc1cc(OC)cc(OC)c1 (stereo unspecified)	94	106	96	2	-10	2	15	-2	-4	-0.7	-14
Cc1ccc2nc(-c3ccc(NC(=S)NC(=O)C(C)C)cc3)sc2c1	99	99	99	-2	-32	14	23	1	-2	-0.2	.
Cc1cccc(N2C(=O)C(O)=C(C(=O)c3cccs3)C2c2ccccc2)n1 (stereo unspecified)	?	110	104	20	-83	20	.	.	.	.	-6
N#CCCN(C(=O)CSc1ccc2c(c1)OCCO2)c1ccc(F)cc1	104	101	102	-4	-3	38	23	6	-3	1.7	.
Cc1ccc2[nH]c(=O)c3cc(C(=O)N(CCCOC(C)C)Cc4ccco4)sc3c2c1	100	100	102	27	2	5	28	-1	-3	0.6	.
NC(=O)c1ccccc1OCC(=O)NS(=O)(=O)c1ccc(Cl)cc1	107	103	104	8	-11	9	39	-1	0	0.1	10
O=C(CSc1nc2c(c(=O)n1-c1ccc(Cl)cc1)SCC2)NCc1ccco1	99	99	101	0	-34	13	29	5	-4	0.1	-24

In the list so far, these contain a COOH group:
SMILES	RGS7-Gao	RGS4-Gao reg	RGS8-Gao	Mcl1-Noxa inh	Mcl1-Bid inh	Avidin fluor	GSH fluor	ABCG2 inh	Mcl-1 Bim block	ABCB1 block	Pf gamet viab
Cc1ccc(-c2ccc(CCC(=O)O)o2)cc1	96	101	91	15	-25	14	18	7	-1	0.8	-22
O=C(O)CCn1cc(C2CC(c3ccccc3)=NN2c2ccccc2)c(-c2ccccc2)n1 (stereo unspecified)	99	101	100	7	-26	8	16	0	-1	-0.2	5

More results follow.
SMILES	RGS7-Gao	RGS4-Gao reg	RGS8-Gao	Mcl1-Noxa inh	Mcl1-Bid inh	Avidin fluor	GSH fluor	ABCG2 inh	Mcl-1 Bim block	ABCB1 block	Pf gamet viab
COC(=O)CN1C(=O)C(O)(CC(=O)c2ccc(C)cc2)c2cc(Br)ccc21 (stereo unspecified)	97	95	96	5	8	6	25	4	0	0.7	.
C/C(=N\Nc1ccccn1)c1ccc(S(=O)(=O)NCc2ccco2)cc1	99	100	101	9	-51	2	5	20	-6	1.2	3
Cn1c(=O)c2c(nc(Cc3ccc(N)cc3)n2C)n(C)c1=O	?	102	105	12	98*	6	.	.	.	.	.
CCn1c(COc2ccccc2)nnc1SCC(=O)c1cccc([N+](=O)[O-])c1	101	101	97	12	-32	13	65	2	-4	0.5	22
O=C(Nc1ccncc1)c1ccccc1[N+](=O)[O-]	87	89	92	13	-20	10	10	-3	0	-0.2	.
CC1CCN(C(=O)CNC(=O)c2ccc(Cl)cc2Cl)CC1	101	101	101	-10	-32	14	19	-1	-2	-0.2	.
Clc1ccc(-n2nnnc2-c2cnc(-c3ccncc3)nc2-c2cccs2)cc1	95	100	99	-2	7	21	10	11	-3	2.3	16
CCOC(=O)c1cnc2ccc(F)cc2c1Nc1ccc2c(c1)OCCO2	96	113	106	4	-45	3	15	5	-5	1.9	.
CC(=O)c1ccc(NC(=O)COC(=O)c2c3c(nc4ccccc24)/C(=C\c2cccs2)CCC3)cc1	102	102	103	26	-15	13	6	-19	-4	-0.9	-6
CC1(C)Cc2ccccc2-c2nnc(SCc3ccccc3)n21	99	102	95	-7	-2	15	12	4	-4	1.3	-35

Rows were taken by chance, and some 3.3% of all compounds hit somewhere here.
